# uPA surface inh: inhibitors of cell surface uPA generation; AID 540303; cell surface uPA generation assay, qHTS; Potency, µM (doses to about 38.3 µM), for inactives: at the highest dose activity change, negative = inhibition, actives largely listed as inhibitors; actives 0.31% (n = 330,000); active means well fitted inhibition curve with a large enough effect; inconclusive means small, poorly fitted or top-dose-only effect; inactive means no such curve, though single readings can be large or run the other way; tested in mouse RAW 264.7 cells; further: on the % scale 0 is the no-effect control and ±100 the full control effect; nearly all actives have a fitted effect of over 55% in size
# FLuc modulator: counter-screen for miR-21 project: firefly luciferase inhibitors or activators; P08659; Potency, µM (series often up to 57.5 µM), inactives show at the top dose activity change, negative = inhibition, hits mostly inhibitors; actives 6.9% (n = 360,000); purified FLuc, Km substrates, luminescence inhibition;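 further: plate controls were vehicle for no effect and reference inhibitor for full effect; nearly all actives have a fitted effect of over 55% in size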
# Target sequence (P08659 whole entry, looked up): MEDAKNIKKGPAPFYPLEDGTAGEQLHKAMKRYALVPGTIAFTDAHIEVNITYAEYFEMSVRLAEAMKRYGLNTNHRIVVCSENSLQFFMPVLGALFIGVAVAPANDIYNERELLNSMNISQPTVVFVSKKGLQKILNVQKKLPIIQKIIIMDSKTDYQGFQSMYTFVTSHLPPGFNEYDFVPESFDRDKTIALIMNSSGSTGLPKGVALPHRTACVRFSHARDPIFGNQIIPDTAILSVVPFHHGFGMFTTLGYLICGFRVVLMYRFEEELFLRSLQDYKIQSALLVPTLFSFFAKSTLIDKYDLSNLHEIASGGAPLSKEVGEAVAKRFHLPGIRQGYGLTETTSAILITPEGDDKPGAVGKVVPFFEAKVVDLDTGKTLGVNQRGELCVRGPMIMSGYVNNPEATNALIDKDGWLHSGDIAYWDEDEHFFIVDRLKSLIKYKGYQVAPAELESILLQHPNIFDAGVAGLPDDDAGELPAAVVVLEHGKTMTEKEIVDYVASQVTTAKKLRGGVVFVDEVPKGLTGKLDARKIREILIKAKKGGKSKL
#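 Purified P. pyralis luciferase, 10 nM final, with Km-level 10 uM D-luciferin and 10 uM ATP in 50 mM Tris acetate pH 7.5, 10 mM Mg acetate, 0.01% Tween-20, 0.05% BSA; 6-point qHTS titration about 60 µM downward; luminescence read.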
# BRCA1 expr up: BRCA1 expression activation. MCF7-BRCA1-FFLuc reporter, luminescence, 48 h; response scale: scaled: vehicle 0%, 10 µM genistein 100%. Potency, µM (highest dose often 46.1 µM), for the others: top-dose activation, hits mostly activators. actives 1.1% (n = 380,000). AID 624202; further: nearly all actives have a fitted effect of over 80% in size; some results filed as inactive show a strong effect at the top dose
#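 MCF7 cells carrying a BRCA1-firefly luciferase reporter (2000 cells/well, phenol-red free MEM) were attached for 2 h at 37 °C, then given compounds for 48 h. Luminescence was read 15 min after luciferase reagent; activity normalized to genistein (10 microM) and DMSO.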
# p53 reactivation: mutant p53 re-activation in reporter cells. H1299 p53-A138V BP100-luciferase reporter, luminescence, 24 h. Potency, µM (series often up to 92.2 µM), inactives show at the highest dose activity change, positive = activation, most hits filed as activators. actives 0.063% (n = 320,000). AID 504706; further: % of control where 0% means no effect; nearly all actives have a fitted effect of over 45% in size
#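 H1299 (p53-null), stable ts p53-A138V + BP100-Luc; 1000 cells/well, Opti-MEM/10% FBS; cpd 4 pt, 1:5; 24 h, 37 deg C, 5% CO2; detection reagent 10 min RT; luminescence.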
# RORgamma inh: blocks mouse ROR gamma transcriptional activity; P51450; Drosophila S2 Gal4-RORgamma UAS-luciferase reporter, 20 h; Potency, µM (doses to about 53.6 µM), inactives show at the top dose activity change, negative = inhibition, most hits filed as inhibitors; actives 5.4% (n = 310,000); AID 2551; further: on the % scale 0 is the no-effect control and ±100 the full control effect; nearly all actives have a fitted effect of over 60% in size
#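 A Gal4/UAS one-hybrid system in insect cells: metallothionein-promoter Gal4–ROR gamma fusion plus Photinus luciferase reporter. Copper sulfate 700 uM final, 20 hr ambient incubation, luminescent detection after 10 min with reagent.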
# ELG1 genotox: induces genotoxicity in HEK293T cells with luciferase-tagged ELG1 | AID 504466 | Potency, µM (doses to about 46 µM), inactives show top-dose activity change, positive = activation, most hits filed as activators | actives 1.3% (n = 330,000) | HEK293T ELG1-luciferase reporter, luminescence, 16 h; further: % of control where 0% means no effect; nearly all actives have a fitted effect of over 60% in size
#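 Reporter readout depends on ELG1 protein level, which increases with genetic stress. After 16 hr compound exposure at 37 °C, luciferase activity was quantified using ONE-Glo.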
# Rab9 promoter act: activators of Rab9 promoter; AID 485297; Potency, µM (highest dose often 9.22 µM), for the others: at the highest dose activation, negative = inhibition, usual class: activators; actives 2.8% (n = 320,000); Huh7 Rab9 promoter-luciferase reporter, luminescence, 24 h; further: % of control where 0% means no effect; nearly all actives have a fitted effect of over 60% in size
#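 Rab9 promoter-driven luciferase in stably transfected Huh7 cells; 1500 cells/well rested 2 h, exposed to compound in DMSO for 24 h at 37 °C, 5% CO2. Luminescence read 10 min after adding luciferase reagent at ambient temperature.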
# MLL CXXC-DNA inh: blocks binding of human MLL CXXC domain to DNA; Q03164; actives 0.037% (n = 290,000); Potency, µM (titrated, usually from 115 µM), without a hit: at the highest dose activity change, negative = inhibition, usual class: inhibitors; MLL-CXXC / FITC-HOXA9 DNA fluorescence polarization; active means well fitted inhibition curve with a large enough effect in the polarisation, with a control signal flat, not every such curve was filed as active; inconclusive means small, poorly fitted or top-dose-only effect, or effect the other way, or a change in a side signal; inactive means no such curve, though single readings can be large or run the other way; the % refers to the polarisation
#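 Fluorescence polarization: 7 uM MLL-CXXC (stock) preincubated 5 min with compounds, then 50 nM fluorescein-HOX-A9 DNA (stock) added; 30 min ambient. Buffer 50 mM Tris-HCl pH 7.5, 50 mM NaCl, 1 mM DTT, 0.05% BSA.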
# MBNL1 CUG block: blocks human MBNL1 binding to CUG repeat RNA; TR-FRET MBNL1-His/biotin-(CUG)12 binding, 665/545 ratio; Potency, µM (series often up to 57.5 µM), without a hit: at the top dose activity change, negative = inhibition, usual class: inhibitors; actives 0.036% (n = 280,000); active means well fitted inhibition curve with a large enough effect in the signal ratio, with a control signal flat, not every such curve was filed as active; inconclusive means small, poorly fitted or top-dose-only effect, or effect the other way, or a change in a side signal; inactive means no such curve, though single readings can be large or run the other way; the % refers to the signal ratio; further: on the % scale 0 is the no-effect control and ±100 the full control effect
# Target sequence (Q9NR56 whole entry, looked up): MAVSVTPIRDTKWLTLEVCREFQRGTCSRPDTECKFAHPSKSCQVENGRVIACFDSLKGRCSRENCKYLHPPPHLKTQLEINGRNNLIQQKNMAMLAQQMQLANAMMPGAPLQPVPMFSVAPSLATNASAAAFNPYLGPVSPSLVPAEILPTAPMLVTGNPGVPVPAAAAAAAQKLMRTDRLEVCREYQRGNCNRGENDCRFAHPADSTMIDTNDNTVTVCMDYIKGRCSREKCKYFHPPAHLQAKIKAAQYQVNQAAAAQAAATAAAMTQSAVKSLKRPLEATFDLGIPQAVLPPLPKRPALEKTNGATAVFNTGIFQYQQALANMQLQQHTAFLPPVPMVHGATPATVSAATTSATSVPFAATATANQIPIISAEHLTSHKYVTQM
#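 MBNL1-His + Biotin-(CUG)12, cpd titration 92 nM–58 uM; Tb anti-His Ab 0.055 ng/ul, SA-XL665 5 nM (final); 60 min RT; ratiometric 665/545 nm, Ex 340 nm; normalized to buffer and full-complex controls.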
# VP16 counter: inhibits Gal4-VP16 luciferase reporter, ROR gamma counter-screen. Potency, µM (series often up to 53.6 µM), for the others: top-dose activity, negative = inhibition, most hits filed as inhibitors. actives 3.5% (n = 310,000). Drosophila S2 Gal4-VP16 UAS-luciferase, luminescence, 20 h. AID 2546;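 further: Gal4-VP16 expression switched on by copper sulfate through the metallothionein promoter; on the % scale 0 is the no-effect control and ±100 the full control effect; nearly all actives have a fitted effect of over 50% in size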
# NPC1 promoter act: activators of NPC1 promoter; Huh7 NPC1 promoter luciferase reporter, 24 h; Potency, µM (highest dose often 9.22 µM), inactives show top-dose activation, usual class: activators; actives 2.4% (n = 320,000);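 further: % of control where 0% means no effect; nearly all actives have a fitted effect of over 60% in size; reporter is driven by a mutant NPC1 promoter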
#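 Compounds in DMSO were transferred onto Huh7 NPC1-luciferase reporter cells pre-incubated 2 h; after 24 h at 37 °C, Amplite reagent was dispensed and luminescence recorded 10 min later.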
# * = called active by the depositor; u = inconclusive; x = not tested or not shown; & = joins results of further samples; [ ] = another dose, or the depositor's remark. Unless noted, the call rests on the fitted dose curve; in most records, active means well fitted curve in the direction sought with a large enough effect; inconclusive means small, poorly fitted or top-dose-only effect, or another doubt; inactive means no such curve, though single readings can be large; an effect the other way counts as inactive or inconclusive. Potency means the concentration at half of the fitted maximal effect. A portion of the library. The share of hits here may be higher or lower than overall.
structure	uPA surface inh	FLuc modulator	BRCA1 expr up	p53 reactivation	RORgamma inh	ELG1 genotox	Rab9 promoter act	MLL CXXC-DNA inh	MBNL1 CUG block	VP16 counter	NPC1 promoter act
O=C(Nc1cc(S(=O)(=O)N2CCOCC2)ccc1N1CCOCC1)c1cc2c(s1)CCC2	-4%	-1%	-30%	-10%	25%	-5%	-9%	14%	-3%	6%	-2%
c1cncc(Nc2nc(-c3cccs3)cs2)c1	x	19µM*	10%	u	u	9.2µM*	3.2µM*	2%	u	0%	u
CC(=O)c1cccc(NC(=O)NC2CC(=O)N(c3ccc4c(c3)OCCO4)C2)c1 (configuration not stated)	0%	-1%	9%	-6%	x	-3%	-1%	x	x	x	-1%
CCOC(=O)c1c(CSc2ccccc2)n(C)c2cc(Br)c(OC)c(O)c12	5%	-2%	0%	x	u	-7%	0%	7%	2%	u	-6%
O=C(/C=C/c1ccnc2ccccc12)c1cccs1	0%	0.067µM*	u	-4%	u	u	0.32µM*	-11%	6%	14µM*	0.56µM*
O=C(NC(=S)Nc1cccc(NC(=O)c2ccccc2Cl)c1)c1cccs1	-6%	u	-9%	0%	11µM*	-2%	-7%	18%	u	u	-2%
C=CCn1nc(-c2ccccc2)c(N2CCCCC2)cc1=O	-3%	-19%	-17%	-6%	11%	-5%	-2%	-6%	x	-14%	0%
Cn1c2c(c(=O)n(C)c1=O)C(C(F)(F)F)(C(F)(F)F)N=C(c1ccc(Cl)cc1)N2	-16%	0%	-93%	-1%	6.3µM*	-12%	-40%[inhibitor]	-3%	1%	3.2µM*	-38%[inhibitor]
CCNc1nc(NC(C)C)nc(Oc2ccc(OCc3ccccc3)nn2)n1	-1%	0%	0%	-10%	12%	0%	-2%	1%	11%	6%	-2%
CCC(C)NC(=O)C1CCN(S(=O)(=O)c2ccc(Br)s2)CC1 (configuration not stated)	14%	-1%	-22%	-9%	5%	1%	-3%	3%	-2%	-8%	-1%
O=C(CCS(=O)(=O)c1ccc(Br)cc1)Nc1cc(F)ccc1F	-3%	-2%	-36%	-15%	39%	-1%	-8%	-6%	-9%	4%	-2%
CC(=O)c1ccc(C(=O)N2CCc3c([nH]c4ccccc34)C2c2ccccn2)s1 (configuration not stated)	-7%	5%	-24%	-3%	37%	-2%	-8%	-10%	u	-1%	-5%
COc1cc2c(cc1OC)C(C)N(C(=O)c1ccc(Cl)c(S(=O)(=O)N3CCCCC3)c1)CC2 (configuration not stated)	-11%	u	-28%	13%	u	0%	-10%	0%	-10%	-3%	-7%
Cc1ccc(NC(=O)Nc2cccs2)cc1	-8%	2.4µM*	1.3µM*	u	-23%	16%	2.2µM*	1%	-3%	15%	2.8µM*
Cc1ccc(N2CC(O)=C(c3nc4ccccc4c(=O)[nH]3)C2=N)cc1C	0%	-3%	0%	-2%	5%	-1%	-4%	45%	-7%	-3%	0%
CCN(CC(=O)Nc1c(F)cccc1F)C(=O)c1ccc2ccccc2n1	2%	6%	1%	-5%	x	4%	-11%	x	x	x	-1%
Cn1c(=O)cc(SCC(=O)N2CCN(c3ccccc3)CC2)c2ccccc21	-1%	-2%&0%	-35%	-9%	0%	11%	-5%	7%	5%	8%	7%
Fc1ccc(-c2csc(-c3ccncc3)n2)cc1	-2%	u	8%	-3%	2%	-8%	17%	3%	27%	6%[10 µM]	23%
COc1ccc(NC(=S)NN(C)C(=S)Nc2ccc(OC)cc2)cc1	-13%	-2%	-65%	17%	7.9µM*	0%	1%	0%	4%[11.5 µM]	u	-4%
O=c1[nH]c(=O)n(-c2ccccc2)c2c1C(C(F)(F)F)(C(F)(F)F)N=C(C1CCCCC1)N2	-7%	6%	-23%	-6%	6%	1%	-1%	4%	-3%	-19%	-2%
Cc1cc(C)n2nc(C(=O)OCC(=O)N3CCC3)nc2n1	x	1%	45%	1%	5%	0%	1%	-5%	1%	4%	-5%
Cc1cccc(NC(=S)NCCc2ccc(F)cc2)c1C	0%	-3%	-3%	-3%	2µM*	-5%	-4%	2%	-3%	6.3µM*	-1%
COC(=O)c1ccc(C23CC4(C2)[C@H](CN(Cc2ccc(C(F)(F)F)cc2)[C@@H]4c2ccccc2)C3c2ccccc2)cc1 (some centres not stated)	-5%	-2%	9%	-3%	-12%&10%	-6%	-9%	35%[activator]	5%	-5%&7%	-5%
CN(C)CCCN1C(=O)C(=O)/C(=C(/O)c2ccccc2)C1c1ccccn1 (configuration not stated)	x	0%	x	-1%	5%	-5%	6%	6%	-7%	0%	-4%
COc1ccc(S(=O)(=O)N2CCC(C(=O)NCC3CCCO3)CC2)cc1OC (configuration not stated)	1%	0%	-20%	-2%	0%	1%	0%	-10%	-8%	-12%	-6%
O=C(CSc1nnc(Cc2ccccc2)n1-c1cccc(Cl)c1)N1CCOCC1	1%	2%	14%	3%	1%	-8%	-2%	2%	1%	6%[0.365 µM]	-3%
Cc1ccc(C(=O)OCC(=O)NCCc2ccccc2)cc1S(=O)(=O)N1CCOCC1	1%	-2%	6%	21%	x	1%	-6%	x	x	x	1%
COc1ccccc1C(=O)C1CCCN(C(=O)C2CCCC2)C1 (configuration not stated)	9%	-5%	0%	-1%	u	-3%	-3%	-8%	9%	-3%	-1%
COC(=O)c1cc2c(cc1[N+](=O)[O-])OCO2	-18%	-2%	24%	5%	-4%	0%	2%	1%	u	4%	-2%
O=C(O)c1ccc(NS(=O)(=O)c2cccc3cccnc23)cc1	12%	-1%	0%	3%	2%	1%	-5%	-2%	-7%	3%	0%
Cc1nnc(NC(=O)CSc2nc(N)c(NC(=O)c3cccs3)c(=O)[nH]2)s1	4%	3%	5%	-1%	-25%	0%	-2%	-7%	-7%	-3%	-1%
C=CCn1c(C2CCCCC2)n[nH]c1=S	-5%	4%	-7%	0%	4µM*	-1%	0%	-5%	-3%	u	-6%
CC(=O)Nc1ccc(S(=O)(=O)NCCC(=O)Nc2cccc(Cl)c2)cc1	10%	0%	-21%	2%	10%	-2%	0%	-5%	-8%	4%	-5%
CNC(=S)Nc1ccc(-c2nc3ccc(C)cc3s2)cc1	-2%	1.3µM*	-6%	-1%	0.56µM*	u	0.4µM*	9%	20%	7.1µM*	0.79µM*
Cc1onc(-c2c(Cl)cccc2Cl)c1C(=O)NCCc1ccc(S(N)(=O)=O)cc1	2%	-1%	10%	-3%	3%	-9%	-4%	3%	-10%	-1%	0%
Cc1ccc(S(=O)(=O)NNC2=NS(=O)(=O)c3ccccc32)c(C)c1	-2%	u	-8%	0%	10µM*	1%	-4%	-6%	8%	-28%	-2%
Cc1ccc(NC(=O)C(Cc2ccccc2)NC(=O)OCc2ccccc2)cc1C (configuration not stated)	9%	-1%	-29%	-3%	-12%	0%	-10%	3%	3%	u	-2%
COc1ccccc1CCC(=O)Nc1ccc2c(c1)CN(Cc1ccc(CO)o1)CC2	-3%	-10%	1%	-8%	33%	-7%	2%	-2%	9%	21%	-2%
COC(=O)c1ccc(CNC(=O)COC(=O)c2ccc(N(C)C)cc2)cc1	3%	-3%	-25%	27%	-4%	-6%	-2%	-4%	-10%	-4%	4%
CCCN(CCC)C(=O)Cc1coc2ccc3ccccc3c12	1%	4%	-19%	-5%	-22%	-1%	6%	-10%	3%	0%	2%
Nc1ccc(N(c2ccccc2)c2ccc(N)cc2)cc1	-6%	4%	-87%	-2%	31%	-5%	11%	-2%	13%	-13%	26%
COCCNC(=O)C(c1ccc(C)o1)N(C(=O)Cn1nnc2ccccc21)c1ccccc1 (configuration not stated)	-2%	-12%	3%	-2%	7%	0%	2%	3%	8%	5%	-2%
Cc1ccc(-n2nc(C)c(C3(O)C(=O)N(C)c4ccccc43)c2N)cc1 (configuration not stated)	-26%	-2%	-5%	17%	20%	-1%	2%	-1%	5%	2%	2%
Cc1nc(N2CCN(S(=O)(=O)c3ccc(Br)cc3)CC2)c2c(C)c(C)sc2n1	-1%	3%	-6%	1%	41%	-8%	-1%	8%	-6%	-3%	-5%
O=C(Nc1ccccc1C(=O)NC1CCCCC1)c1ccccc1	3%	-2%	-10%	18%	-23%	u	-6%	-2%	8%	-2%	-4%
CC(C)(C)CC(=O)NCc1cccs1	-2%	2%	0%	12%	25%	0%	-3%	-6%	1%	-8%	-4%
COc1ccccc1NC(=O)CSc1nc(N)cc(N)n1	x	4%	1%	-5%	0%	-7%	-2%	3%	-4%	11%	-4%

# Bioassay records as filed in PubChem.
